cln2 rad14: NCI yeast anticancer drug screen, S. cerevisiae cln2 rad14 strain; % growth inhibition at 50 µM; AID 165, 2004; hit rate 8.3% among 78,000;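 further: 0% = growth of vehicle-only cultures of the same strain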
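Growth inhibition, relative to vehicle-treated controls, is the read-out. The test organism is a yeast strain with defined genetic alterations, cln2 rad14.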
sgs1 mgt1: NCI yeast anticancer drug screen, S. cerevisiae sgs1 mgt1 strain | hit rate 10% among 78,000 | growth inhibition, % at 50 µM | AID 161, 2004;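 further: 0% = growth of vehicle-only cultures of the same strain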
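Read-out: growth inhibition vs vehicle controls. Cells: mutant yeast strain deficient in DNA damage repair.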
mlh1 rad18: NCI yeast anticancer drug screen, S. cerevisiae mlh1 rad18 strain; % growth inhibition at 50 µM; AID 175, 2004; hit rate 11% among 79,000;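 further: 0% = growth of vehicle-only cultures of the same strain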
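Yeast w/ defined DNA-repair lesions; compound exposure; growth vs vehicle controls → % inhibition.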
yeast bub3: NCI yeast anticancer drug screen, S. cerevisiae bub3 mutant strain; hit rate 9.9% among 78,000; AID 167, 2004; % growth inhibition at 50 µM;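 further: 0% = growth of vehicle-only cultures of the same strain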
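Compounds were applied to a genetically altered yeast strain carrying a cell-cycle control defect. Growth inhibition was scored against vehicle-treated controls.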
yeast rad50: NCI yeast anticancer drug screen, S. cerevisiae rad50 strain | growth inhibition, % at 50 µM | hit rate 10% among 79,000 | AID 155, 2004;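 further: 0% = growth of vehicle-only cultures of the same strain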
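Cells are treated with compound, grown, and their growth is then scored against vehicle-only cultures of the same repair-deficient yeast strain.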
yeast mec2-1: NCI yeast anticancer drug screen, S. cerevisiae mec2-1 strain; % growth inhibition at 50 µM; hit rate 9% among 79,000;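 further: 0% = growth of vehicle-only cultures of the same strain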
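Compounds were applied to mec2-1 yeast cells. Their growth was then compared with that of vehicle-treated cultures to give growth inhibition.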
An asterisk follows results filed as active; / = not tested or not shown; & = joins results of further samples. No stated cut-off is given here; in the data, active means growth inhibition above about 70%; inactive means the rest.

SMILES	cln2 rad14	sgs1 mgt1	mlh1 rad18	yeast bub3	yeast rad50	yeast mec2-1
COc1ccc(C(=O)c2ccccc2Cc2ccccc2)cc1	-33	21	-10	7	4	-6
Cc1ccc(C2CC(c3cccc([N+](=O)[O-])c3)=Nc3ccccc3S2)cc1 (stereo not drawn)	36	57	61	88*	57	16
COC1(OC)CCCCC2c3cccc(OC(C)=O)c3C21OC(C)=O (stereo not drawn)	-13	-33	-7	-27	-14	-3
C/C(=N/NC(=S)Nc1ccc(C)cc1)c1ccccn1	88*	88*	88*	90*	79*	85*
Cc1cccc2c(=O)[nH]c(=O)[nH]c12	-59	-2	-20	-4	-14	-12
Nc1nc2c(c(-c3ccccc3)n1)CN(CCCC(=O)O)C2=O	-3	4	0	12	6	15
O=C1C=C(Nc2nc(O)cc(=O)[nH]2)c2ccccc2C1=O	-39	1	14	0	1	2
CCOC(=O)c1ccc(NC(=O)NCCCCCCNC(=O)Nc2ccc(C(=O)OCC)cc2)cc1	-26	5	-1	2	-23	-10
CC(/C=C/C=C/C=C/C=C/C=C/C(O)=C1/C(=O)C(CCC(=O)O)N(C)C1=O)=C\C(C)C(OC1CC(O)C(O)C(C)O1)C(C)C (stereo not drawn)	3	-2	-3	-10	-12	-29
CC(C)c1cccc(C(C)C)c1NC(=O)C(=O)C(C(=O)c1ccccc1-c1ccccc1)C1OC(=O)c2ccccc21 (stereo not drawn)	-49	20	8	-3	8	4
c1ccc(CSCCc2ccncc2)cc1	-3	-21	20	-4	16	-14
N#Cc1nnc2cc(-c3ccccc3)nn2c1C1CC1	17	10	19	5	12	1
CC(C)(C)C(=O)CN	-71	-10	-3	11	-19	-10
OCC(O)C(O)C(O)c1cnn(-c2ccccc2)n1 (stereo not drawn)	-4&2	-5&-5	0&15	-8&-3	5&9	2&-5
O=[N+]([O-])c1ccccc1S(=O)NCc1c(Cl)cccc1Cl (stereo not drawn)	22	24	24	5	14	13
O=C(O)CCCCCN1C(=O)c2cccnc2C1=O	9	9	13	15	13	7
CC(=O)OCCOCNC(=S)N/N=C/c1ccc([N+](=O)[O-])s1	32	24	13	3	35	-5
CN(C)NC(=S)Nc1ccccc1Br	18	-15	-2	26	-12	-1
COc1cccc(N2C(=O)[C@H]3[C@H]4CC(C(C)(C)C)CC[C@H]4c4c([nH]c5ccccc45)[C@H]3C2=O)c1 (stereo partly drawn)	32	8	-2	-9	2	-19
CC(=O)NCCO	-19	-13	7	4	-13	-23
O=C(Nn1cnn2c(=O)c3ccccc3nc2c1=O)c1ccccc1	-5	4	-35	-6	6	6
Cc1cccc(C(=O)/C=C/c2ccc(OCc3ccccc3)cc2)c1	11	-15	1	-13	2	0
O=C1NC(=O)/C(=C\c2cccc(Br)c2)N1	7	-12	9	24	-8	4
COc1ccc(C2=CSC3=NC(C)(C)CC(C)=NN23)cc1	29	7	-2	9	-17	-8
Cc1cccc(C2SCc3nc4ccccc4n32)c1 (stereo not drawn)	17	29	37	33	-2	0

Some of these compounds in order of heavy-atom count, highest first:
SMILES	cln2 rad14	sgs1 mgt1	mlh1 rad18	yeast bub3	yeast rad50	yeast mec2-1
COC1(OC)CCCCC2c3cccc(OC(C)=O)c3C21OC(C)=O (stereo not drawn)	-13	-33	-7	-27	-14	-3
Nc1nc2c(c(-c3ccccc3)n1)CN(CCCC(=O)O)C2=O	-3	4	0	12	6	15
O=C1NC(=O)/C(=C\c2cccc(Br)c2)N1	7	-12	9	24	-8	4

(list continues)
SMILES	cln2 rad14	sgs1 mgt1	mlh1 rad18	yeast bub3	yeast rad50	yeast mec2-1
CCN(CC)CC(C)(C)COC(=O)c1cccnc1	-45	12	2	1	6	6
CCOC(=O)c1c(C)[nH]c(-c2csc(N)n2)c1C	-56	21	-15	-9	-5	-2
COc1cc2c[n+](C)c3c4ccccc4ccc3c2cc1OC	3	19	38	22	40	55
CS(=O)(=O)c1ccc(-c2cc(-c3ccc(S(C)(=O)=O)cc3)[n+](-c3cc(-c4ccccc4)c([O-])c(-c4ccccc4)c3)c(-c3ccc(S(C)(=O)=O)cc3)c2)cc1	14	-5	-10	3	6	2
CCC(=O)N1CCN(C(=O)CC)CC1	-13	-5	-2	2	6	-2
CC1C[C@]2(C)C(=S)Nc3ccccc3[C@@H]2Nc2ccccc21 (stereo partly drawn)	20	49	63	42	22	18
Cc1[nH]nc(C(=O)N(C)C)c1N=NN(C)C	80*	82*	96*	79*	98*	89*
C=C(C)C(O)CC (stereo not drawn)	4	15	20	11	25	-31
Cc1ccc2[nH]c(-c3ccccc3)cc2c1	-28	-11	-10	-8	-2	-22
CC(=O)N/N=C1/CC[C@@]2(C)C(=CC[C@H]3C4CCC(C(C)CCCC(C)C)[C@@]4(C)CCC32)C1(C)C (stereo partly drawn)	55	25	1	30	32	6
COc1cc(N)c(C)c2c(C)ccnc12	17	11	10	22	0	-17
O=C(/C=C/c1ccccc1)NC(=S)Nc1ccc(F)c([N+](=O)[O-])c1	13	8	12	22	8	6
Cc1c(C(=O)OCCCl)c(=O)n(-c2ccccc2)n1C	20	5	-1	-34	-43	-56
CN1CC2=C(NC(=S)NC2c2ccccc2Cl)/C(=C/c2ccccc2Cl)C1 (stereo not drawn)	11	38	-5	62	15	13
O=C(O)c1cccc(-n2ncc(Cl)c(Cl)c2=O)c1	19	19	20	21	8	-1
O=[N+]([O-])c1ncc(N(CCO)CCO)s1	4	18	-22	-18	19	-23
O=C(Cc1ccccn1)Cc1ccccn1	-24	-17	-12	12	5	-16
CC1O[C@@]2(CC[C@H]3[C@@H]4CCC5=CC(=O)CC[C@]5(C)[C@H]4CC[C@@]32C)C1=O (stereo partly drawn)	-17	11	26	27	-1	5
CC(C)CC(=O)/C=C/c1ccco1	12	27	21	-1	36	27
COc1ccc(/C=C2\N=C(c3ccc(Cl)cc3)OC2=O)cc1Br	5	22	17	13	10	-2
Clc1nc(Cl)c(Cc2ccccc2)c(Cl)n1	89*	91*	88*	87*	91*	93*
COc1cc(C2c3cc4c(cc3C3OC(=O)C2C3CO)OCO4)cc(OC)c1OC (stereo not drawn)	6	-14	-4	-20	-7	-10
CCS(=O)(=O)Nc1ccc(NS(=O)(=O)CC)cc1	16	29	25	18	40	11
COC(=O)C(Cc1ccccc1)NC(=O)C(CCC(=O)OCc1ccccc1)NC(=O)OC(C)(C)C (stereo not drawn)	20	20	22	31	31	9
CCSC(SCC)C(SCC)C(OC(=O)c1ccccc1)C(OC(=O)c1ccccc1)C(COC(=O)c1ccccc1)OC(=O)c1ccccc1 (stereo not drawn)	-5	-14	33	4	9	-2

Reprinted from the part before: six compounds, then new ones.
SMILES	cln2 rad14	sgs1 mgt1	mlh1 rad18	yeast bub3	yeast rad50	yeast mec2-1
COc1ccc(/C=C2\N=C(c3ccc(Cl)cc3)OC2=O)cc1Br	5	22	17	13	10	-2
Clc1nc(Cl)c(Cc2ccccc2)c(Cl)n1	89*	91*	88*	87*	91*	93*
COc1cc(C2c3cc4c(cc3C3OC(=O)C2C3CO)OCO4)cc(OC)c1OC (stereo not drawn)	6	-14	-4	-20	-7	-10
CCS(=O)(=O)Nc1ccc(NS(=O)(=O)CC)cc1	16	29	25	18	40	11
COC(=O)C(Cc1ccccc1)NC(=O)C(CCC(=O)OCc1ccccc1)NC(=O)OC(C)(C)C (stereo not drawn)	20	20	22	31	31	9
CCSC(SCC)C(SCC)C(OC(=O)c1ccccc1)C(OC(=O)c1ccccc1)C(COC(=O)c1ccccc1)OC(=O)c1ccccc1 (stereo not drawn)	-5	-14	33	4	9	-2
COc1cc(O)c2c(c1)C(=O)C1=C(C2=O)[C@@H](C)OC(C)[C@H]1O (stereo partly drawn)	-22	-4	-6	-3	53	6
O/N=C1/C2C=CC(C2)C1Cl (stereo not drawn)	14	12	-17	-10	1	-6
CCOC(=O)CNC(=O)C(=[N+]=[N-])C(=O)COc1ccc(Cl)cc1Cl	-18	18	-5	19	3	-9
Cc1cc(C)nc(NS(=O)(=O)c2ccc(NC(=O)c3cccc4c(Nc5ccc(S(=O)(=O)Nc6nc(C)cc(C)n6)cc5)c5ccccc5nc34)cc2)n1	9	-4	-2	-4	1	2
O=c1[nH]nc(SC2CCCCC2)c(=O)[nH]1	-5	-12	-11	5	-12	-3
NC1NC(=O)C(CCCOc2ccc([N+](=O)[O-])cc2)C(c2ccccc2)N1 (stereo not drawn)	2	7	10	22	4	-12
CCc1ncc(C)[nH]1	0	-6	-9	-12	1	-14
COc1ccc(C2NC(C(=O)O)Cc3c2[nH]c2ccccc32)cc1OC (stereo not drawn)	-13	-15	-22	-4	-12	-6
CCc1cccc(CC)c1NC1=CC(=O)C(=O)c2ccccc21	19	10	18	34	22	11
O=C(c1ccccc1)N1CCCCC1	48	24	47	16	82*	-2
CCCCCCCC(N)C(=O)O (stereo not drawn)	-26	2	-13	-10	0	-3
COc1ccc(C2SCC(=O)N2c2nncs2)cc1 (stereo not drawn)	-9	10	14	22	50	4
COc1cc(O)c(C(=O)/C=C/c2ccc(OC)c(OCc3ccccc3)c2)c(OC)c1	2	32	3	-11	21	0
O=C(O)C1=C(O)CCN=C1	-11	11	27	-4	-24	3
O=C(NNc1c(Cl)cc(Cl)cc1Cl)C(O)C(O)C(O)C(O)CO (stereo not drawn)	-16	18	8	-2	35	-4
COC(=O)C1C2OC(C(Br)C2Br)C1C(=O)O (stereo not drawn)	2	7	4	10	-6	2
COC1=CC(=C(C#N)C(=Nc2ccccc2)SC)C=C(OC)C1=O	15	49	44	21	34	19
Cc1ccc(S(=O)(=O)OC2CN(C)CC=C2c2ccccc2)cc1 (stereo not drawn)	-3	-11	4	-4	1	-6
CCCCCCCCSC(=N)N	18	2	11	36	24	-14
O=[N+]([O-])c1ccc2nc(-c3ccccc3)c(-c3ccccc3)nc2c1	-13	0	8	8	3	14
NC(=O)/C=C/C(=O)c1c(Cl)cccc1Cl	90*	92*	91*	88*	91*	92*
COC(=O)CCc1ccc2c(c1)CC1(Cc3ccccc3C1)C2	19	-9	2	19	-13	-26
CCOc1c(Br)cc(Br)cc1C=O	/	/	30	/	33	16
CC(/C=C/c1ccccc1)=N\O	29	-1	2	3	9	7
CN(C)C(=O)Sc1ccc(C(C)(C)C)cc1	-42	-16	-28	-2	8	-8
More compounds follow:
SMILES	cln2 rad14	sgs1 mgt1	mlh1 rad18	yeast bub3	yeast rad50	yeast mec2-1
CCN(CC)CCCC(C)Nc1ncnc2ncc3c(c12)CCCC3 (stereo not drawn)	-8	-2	-5	-17	-32	-11
C=C1CC(CCCCC2CC(=C)C(=O)O2)OC1=O (stereo not drawn)	-104	-8	-25	-13	1	-16
Cn1c(=O)c2c(nc(N(CCN(N=O)c3nc4c(c(=O)n(C)c(=O)n4C)n3C)N=O)n2C)n(C)c1=O	0	-26	-1	-9	-11	-4
CCCCCSC(=O)C(N)=O	-26	7	4	-7	11	7
CCN(CC)S(=O)(=O)c1ccc(S(C)(=O)=O)cc1	-60	-8	-14	8	-20	-11
O=C1C=CC(=O)c2c1c1c(c3c2C2c4ccccc4C3c3ccccc32)C2c3ccccc3C1c1ccccc12	-8	20	13	-6	-14	-16
CN(C)c1ccc(/C=N/N=C(/C#N)[S][Sn]([S]/C(C#N)=N/N=C/c2ccc(N(C)C)cc2)([c]2ccccc2)[c]2ccccc2)cc1	96*	98*	97*	96*	98*	96*
CS(=O)(=O)c1ccc(C[N+]23CN4CN(CN(C4)C2)C3)cc1	43	-1	2	-5	-8	15
CCOc1cc(/C=N/NC(=S)NC23CC4CC(CC(C4)C2)C3)ccc1O	45	41	48	10	41	40
Cc1ccc(C(=O)CCCCl)c(C)c1	/	/	5	/	5	-23
CCOC(=O)c1ccnc2ccc(O)cc12	/	/	9	/	-8	-3
COc1cc(NC(C)CCCN)c2nccc(C)c2c1 (stereo not drawn)	-8	-27	-37	-62	16	12
Cc1ccc(N2CSC(=S)N(c3ccc(C)cc3)C2)cc1	/	/	47	/	-10	-26
O=C1CSC(c2cccc(Cl)c2)N1c1ccc(-n2c(-c3ccccc3)nc3ccccc3c2=O)cc1 (stereo not drawn)	-16	9	-7	9	-4	10
O=C(/C=C/c1ccc2c(c1)OCO2)c1ccc(F)cc1	-36	-5	7	-4	11	9
CC(=O)c1cccc(NCn2nnc3ccccc32)c1	-4	-62	-35	-45	-48	-9
Cc1nc(Cl)c(C#N)c(C)c1Cl	9	16	1	10	0	-25
CN(C)CCCN1CCC2(CCCC(C(F)(F)F)C2)CC1 (stereo not drawn)	-24	-10	-8	0	-37	-4
Clc1cc(Cl)c(Cl)nc1Cl	39	13	36	16	64	11
CCN(CC)CCCN(CC(=O)O)CC(=O)O	2	-11	-3	5	-12	7
Nc1ccc(S(=O)(=O)Nc2cccc3ncccc23)cc1	-49	-1	2	-10	2	-16
COc1ccc(CCN(C)C(c2ccccc2)c2ccccc2)cc1OC	4	11	3	5	-3	-7
O=c1nc(Oc2ccccc2)nc2ncccn12	20	41	65	51	47	26
CCOc1ccc(N=c2ccn3ccccc3c2)cc1	-24	-24	-28	9	-2	-10
